L3MBTL1 inh: qHTS Assay for the Inhibitors of L3MBTL1; Lethal(3)malignant brain tumor-like protein 1 (Homo sapiens), Q9Y468; AlphaScreen L3MBTL1–H3K9me1 peptide binding; Potency, µM (top dose mostly 57.1 µM), without a hit: at the top dose activity, negative = inhibition, hits mostly inhibitors; 230,000 tested, 0.66% active; further: on the % scale 0 is the no-effect control and ±100 the full control effect; nearly all actives have a fitted effect of over 60% in size
Target sequence (Q9Y468 whole entry, looked up): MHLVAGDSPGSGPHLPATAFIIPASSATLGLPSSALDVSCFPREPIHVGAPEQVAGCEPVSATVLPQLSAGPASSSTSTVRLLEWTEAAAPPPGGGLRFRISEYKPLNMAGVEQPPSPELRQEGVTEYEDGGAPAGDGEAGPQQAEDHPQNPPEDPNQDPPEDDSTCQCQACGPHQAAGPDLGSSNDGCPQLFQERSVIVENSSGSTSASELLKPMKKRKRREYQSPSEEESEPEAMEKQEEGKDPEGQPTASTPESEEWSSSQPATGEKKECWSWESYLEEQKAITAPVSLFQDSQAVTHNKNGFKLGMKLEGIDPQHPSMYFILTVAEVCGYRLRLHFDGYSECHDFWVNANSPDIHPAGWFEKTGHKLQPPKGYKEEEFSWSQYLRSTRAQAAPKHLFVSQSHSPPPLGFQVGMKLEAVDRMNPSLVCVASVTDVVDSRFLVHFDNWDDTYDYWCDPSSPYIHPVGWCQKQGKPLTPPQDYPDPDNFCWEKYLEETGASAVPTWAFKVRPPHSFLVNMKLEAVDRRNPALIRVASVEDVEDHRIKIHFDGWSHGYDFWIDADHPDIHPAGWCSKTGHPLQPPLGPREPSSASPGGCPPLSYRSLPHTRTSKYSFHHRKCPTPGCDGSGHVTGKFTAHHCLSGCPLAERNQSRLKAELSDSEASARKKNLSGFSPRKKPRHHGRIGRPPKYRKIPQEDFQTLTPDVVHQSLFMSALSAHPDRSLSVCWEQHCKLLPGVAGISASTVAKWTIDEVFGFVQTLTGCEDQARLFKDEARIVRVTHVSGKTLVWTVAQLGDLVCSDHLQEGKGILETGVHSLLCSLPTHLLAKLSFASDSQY
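Displacement of a biotinylated histone H3(1-15) peptide monomethylated at Lys9 (75 nM) from L3MBTL1 (50 nM) was measured by AlphaScreen after a 30 min room-temperature compound incubation; cefsulodin titration served as intraplate control.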
SMN2 splice up: qHTS Assay for Enhancers of SMN2 Splice Variant Expression | HEK293 SMN2-luciferase splicing reporter, luminescence, 30-36 h | Potency, µM (doses to about 46.1 µM), for inactives: top-dose activity change, positive = activation, actives largely listed as activators | 210,000 tested, 2.8% active | AID 1458, 2008; further: % of control where 0% means no effect; nearly all actives have a fitted effect of over 55% in size
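HEK293 cells carry an SMN2 minigene-luciferase reporter in which exon 7 inclusion puts luciferase in frame. Cells were seeded at 2000 cells/well, attached for 10-12 hours, then exposed to compounds for 30-36 hours at 37C before ONE-Glo luminescence.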
ALDH1A1 inh: qHTS Assay for Inhibitors of Aldehyde Dehydrogenase 1 (ALDH1A1). 220,000 tested, 7.3% active. Aldehyde dehydrogenase 1A1 (Homo sapiens), P00352. Purified ALDH1A1, NADH fluorescence, propionaldehyde substrate. Potency, µM (top dose mostly 75.3 µM), for inactives: at the highest dose activity, negative = inhibition, actives largely listed as inhibitors; active means well fitted inhibition curve with a large enough effect, not every such curve was filed as active; inconclusive means small, poorly fitted or top-dose-only effect, or another doubt; inactive means no such curve, though single readings can be large or run the other way;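 further: plate controls were no enzyme wells and a reference inhibitor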
JMJD2E inh: qHTS Assay for Inhibitors of Human Jumonji Domain Containing 2E (JMJD2E); 230,000 tested, 1.6% active; JMJD2E catalytic domain, FDH-coupled NADH fluorescence (FDH is formaldehyde dehydrogenase); Potency, µM (series often up to 57.1 µM), for the others: at the highest dose activity change, negative = inhibition, actives largely listed as inhibitors; Lysine-specific demethylase 4E (Homo sapiens), B2RXH2; active means well fitted inhibition curve with a large enough effect, not every such curve was filed as active; inconclusive means small, poorly fitted or top-dose-only effect, or another doubt; inactive means no such curve, though single readings can be large or run the other way;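 further: 0% = wells with enzyme and -100% = buffer wells without enzyme; nearly all actives have a fitted effect of over 50% in size; many of its hits are not listed in these tables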
RECQ1 helicase: qHTS Assay for Inhibitors of RecQ-Like Dna Helicase 1 (RECQ1). ATP-dependent DNA helicase Q1 (Homo sapiens), P46063. RECQ1 DNA unwinding, red fluorescence kinetic read. Potency, µM (series often up to 57.3 µM), without a hit: top-dose activity, negative = inhibition, most hits filed as inhibitors. 240,000 tested, 0.54% active;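 further: plate controls were vehicle for no effect and no enzyme for full effect; nearly all actives have a fitted effect of over 30% in size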
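50 nM RECQ1T1 preincubated 15 min with compound in Tris pH 8.0 buffer with MgCl2, DTT, Tween-20 and 2.5 ug/ml poly(dI-dC); started with 200 nM TAMRA/BHQ-2 forked duplex and 2 mM ATP. Unwinding read as fluorescence (525/598 nm), two reads 2 h apart.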
Tau fibril ThT: qHTS for Inhibitors of Tau Fibril Formation, Thioflavin T Binding | Microtubule-associated protein tau (Homo sapiens), P10636 | 270,000 tested, 2.1% active | Potency, µM (doses to about 57.4 µM), inactives show top-dose activity, negative = inhibition, most hits filed as inhibitors | AID 1460, 2008 | recombinant tau K18 P301L (four-repeat tau fragment), heparin-induced fibrillization, ThT fluorescence; further: on the % scale 0 is the no-effect control and ±100 the full control effect; nearly all actives have a fitted effect of over 55% in size
Target sequence (P10636 561-689 P618L limits assumed): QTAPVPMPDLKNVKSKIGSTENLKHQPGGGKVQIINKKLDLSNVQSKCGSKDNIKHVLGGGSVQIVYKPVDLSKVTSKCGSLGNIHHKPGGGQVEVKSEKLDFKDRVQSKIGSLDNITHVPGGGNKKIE
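K18 P301L tau (15 uM + 0.24 uM Alexa 594-tagged), heparin 20 uM, NaOAc pH 7, 6 h 37 C; ThT 30 uM, 1 h RT, ex 450/em 510 nm.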
LMNA splice mod: qHTS Assay for Modulators of Lamin A Splicing | HeLa LMNA splicing GFP/RFP minigene ratio, 48 h | Potency, µM (series often up to 46.1 µM), for inactives: at the highest dose ratio change, negative = inhibition, most hits filed as inhibitors | 200,000 tested, 0.01% active | AID 1487, 2009; active means well fitted inhibition curve with a large enough effect in the signal ratio, with a control signal flat, not every such curve was filed as active; inconclusive means small, poorly fitted or top-dose-only effect, or effect the other way, or a change in a side signal; the % refers to the signal ratio; further: on the % scale 0 is the no-effect control and ±100 the full control effect
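S3 HeLa stable clones carrying a lamin A-EGFP splicing minigene plus DsRed2 were seeded at 600 cells/well in Opti-MEM with 2% FBS, pin-dosed and incubated 48 h at 37°C. Acumen cytometry (488 nm) gave the GFP/RFP total-intensity ratio.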
KinaseGlo FLuc: Counterscreen for Luciferase (Kinase-Glo TM) Inhibition. Luciferin 4-monooxygenase (Photuris pensylvanica), Q27757. Kinase-Glo luciferase, ATP luminescence, 8 min. Potency, µM (titrated, usually from 38.3 µM), without a hit: top-dose activity change, negative = inhibition, actives largely listed as inhibitors. 200,000 tested, 0.28% active. AID 1379, 2008; further: on the % scale 0 is the no-effect control and ±100 the full control effect; nearly all actives have a fitted effect of over 60% in size
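Substrate mix (final 50 mM imidazole pH 7.2, 50 mM KCl, 7 mM MgCl2, 10 uM ATP, 0.01% Tween 20, 0.05% BSA) plus pin-tool compound, then Kinase-Glo detection mix; 8 min ambient, luminescence read.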
Starred values were filed as active, the others as inactive; i = inactive; u = inconclusive; x = not tested or not shown; & = joins results of further samples; [ ] = remark or other dose. Unless noted, the call rests on the fitted dose curve; in most records, active means well fitted curve in the direction sought with a large enough effect; inconclusive means small, poorly fitted or top-dose-only effect, or another doubt; inactive means no such curve, though single readings can be large; an effect the other way counts as inactive or inconclusive. Potency means the concentration at half of the fitted maximal effect. A portion of the library. The share of hits here may be higher or lower than overall.

SMILES	L3MBTL1 inh	SMN2 splice up	ALDH1A1 inh	JMJD2E inh	RECQ1 helicase	Tau fibril ThT	LMNA splice mod	KinaseGlo FLuc
Cc1c(NC(=O)c2ccc3c(c2)OCO3)cccc1-c1nc2ccccc2s1	1.5%	-10.7%	5.9%	-2.5%	1.9%	-8.4%	u	-4.7%
O=C(O)CCCC(=O)Nc1ccc(C(=O)N2CCCCC2)cc1	x	14.5%	8.8%	2.6%	6.7%	2.9%	-1.8%	-1.1%
CN(Cc1cccnc1)Cc1cn(Cc2ccccc2)nc1-c1ccc2c(c1)OCO2	-9.3%	x	9.0%	u	-7.6%	-8.1%	x	-0.8%
CC(C)C[C@@H](CC(=O)N[C@@H](CCC(=O)O)CC(=O)O)NC(=O)[C@@H]1CNCC[C@H]1NC(=O)C[C@@H](NC(=O)C[C@H](Cc1ccccc1)NC(=O)[C@@H]1CNCC[C@H]1N)C(C)C	x	-1.4%	u	-22.8%	-16.1%	0.2%	x	0.8%
O=C(NC1CCCCC1)C(c1cc2c(cc1[N+](=O)[O-])OCO2)N1CCCCC1 (stereo not given)	-12.4%	8.8%	28.2µM*	u	0.1%	-9.8%	-4.5%	-4.9%
Cc1c(C(=O)OCc2ccccc2)[nH]c2c1C(=O)CC(c1ccco1)C2 (stereo not given)	25.1µM*	-59.1%[inhibitor]	8.91µM*	-12.8%	31.6µM*	u	u	4.1%
CC1CCc2c(sc3nc(SCC(=O)NCc4ccco4)nc(N)c23)C1 (stereo not given)	-0.5%	-20.8%	5.2%	u	7.5%	u	u	-4.0%
CCc1nnc(NC(=O)Cc2ccc(OC)c(OC)c2)s1	0.5%	-4.0%	-6.4%	1.8%	7.6%	-1.2%	x	0.4%
O=C(Nc1cccnc1)/C(N=Nc1c(Cl)cccc1Cl)=C(\O)c1ccccc1	-3.7%	u	2.7%	12.3%	i	-1.2%	8.6%	3.9%
CC(C)NC(=O)C(=O)NCCCOC(C)C	1.6%	0.9%	u	14.1%	8.0%	-0.7%	2.9%	0.7%
CCn1nc(C)c(/C=N/NC(=O)c2c[nH]c3ccccc23)c1C	4.1%	17.8µM*	-12.5%	1.7%	-13.3%	-15.7%	-12.2%	-4.1%
COc1cc(/C=C2/N=C(C3CCCCC3)OC2=O)cc(OC)c1OC	x	15.1%	u	-2.5%	1.3%	u	-4.4%	-4.2%
CCOc1ccc(-n2ccnc2SCC(=O)N2CCCc3ccccc32)cc1	u	-21.4%	-5.7%	7.6%	-3.7%	u	-17.2%	-0.1%
CC(=O)OC(C)=O	0.7%	2.3%	u	x	-2.0%	x	x	x
O=C(NC(=S)NCc1ccccc1)c1ccccc1F	10.0%	22.9%	31.6µM*	1.6%	-2.8%	-12.3%	-4.5%	-2.5%
COc1ccc(S(=O)(=O)NCc2cc(-c3ccccc3Cl)no2)cc1	-1.0%	-14.8%	u	0.5%	-1.7%	-0.9%	7.3%[46 µM]	2.6%
N#C/C(=C/c1ccc(F)cc1)C(N)=S	46.9%	10.6%	25.1µM*	0.6%	-1.5%	u	x	-1.7%
CSc1cnn(-c2ccccc2)c(=O)c1SC	-4.9%	-6.1%	u	2.0%	0.3%	-3.6%	12.2%	0.3%
Cc1ccc(OCC(=O)n2nc(C)cc2C)c(Br)c1	15.2%	6.2%	-1.2%	5.4%	-7.1%	-9.8%	-5.5%	2.1%
Cc1nc2sc(-c3ccccc3)cc2c(=O)[nH]1	x	12.6µM*	u	u	-10.6%	u	-16.0%	u
CCOC(=O)NCc1ccc(S(=O)(=O)Nc2ccc(C)cc2)cc1	-3.3%	-27.4%	-3.8%	3.6%	-4.7%	-6.1%	u	-0.4%
CC(=O)c1ccc(NC(=O)C(C)OC(=O)C(C)Oc2cccc(C)c2)cc1 (stereo not given)	2.5%	x	-10.7%	0.7%	-0.5%	2.6%	-12.7%	x
CCn1nc(C)c(CNCc2cn[nH]c2-c2cc3ccccc3o2)c1C	6.4%	x	x	-7.3%	12.8%	-0.7%	x	x
BrC(=C\c1ccccc1)/C=N/N1CCN(c2ccccn2)CC1	-6.1%	20.8%	u	u	-14.6%	u	u	2.2%
COc1ccc(Cl)cc1C(=O)NNC(=O)c1cccc([N+](=O)[O-])c1	4.4%	-2.0%	-1.4%	18.6%	i	-6.5%	-6.1%[46 µM]	0.3%

Next part; it opens with the 3 that closed the last part.
SMILES	L3MBTL1 inh	SMN2 splice up	ALDH1A1 inh	JMJD2E inh	RECQ1 helicase	Tau fibril ThT	LMNA splice mod	KinaseGlo FLuc
CCn1nc(C)c(CNCc2cn[nH]c2-c2cc3ccccc3o2)c1C	6.4%	x	x	-7.3%	12.8%	-0.7%	x	x
BrC(=C\c1ccccc1)/C=N/N1CCN(c2ccccn2)CC1	-6.1%	20.8%	u	u	-14.6%	u	u	2.2%
COc1ccc(Cl)cc1C(=O)NNC(=O)c1cccc([N+](=O)[O-])c1	4.4%	-2.0%	-1.4%	18.6%	i	-6.5%	-6.1%[46 µM]	0.3%
CC(=O)N/N=C/C1=CCC2CC1C2(C)C (stereo not given)	-3.0%	-3.3%	0.8%	0.4%	-3.5%	-1.3%	0.1%[46 µM]	-0.8%
COc1ccc(-c2cc(C(=O)OCC(=O)N(C)C3CCS(=O)(=O)C3)c3ccccc3n2)cc1OC (stereo not given)	x	-2.7%	7.4%	3.9%	-8.5%	-9.8%	x	-1.4%
CCOC(=O)c1[nH]cnc1C(=O)Nc1ccccn1	-7.6%	x	0.251µM*	1.7%	0.7%	5.6%	-0.5%	x
COc1cc(Cl)c(C)cc1NC(=O)c1ccc2c(SCC(=O)O)c3c(nc2c1)CCCC3	x	-18.2%&-0.6%	u	-3.1%	-1.6%	u	x	5.4%
COc1ccccc1NS(=O)(=O)c1cccc(NC(=O)NC2CCCCC2)c1	6.4%	-26.0%	2.7%	3.5%	1.9%	11.6%	u	4.7%
Cc1cccc(NC(=O)c2c(C)nn(-c3ccccc3)c2Cl)c1	16.4%	18.8%	-0.7%	-4.9%	i	-10.2%	u	1.9%
S=C(Nc1ccc2nc(-c3ccccn3)c(-c3ccccn3)nc2c1)N1CCCCCC1	24.1%	6.8%	u	u	i	u	28.3%[46 µM]	2.1%
CN(C)c1nc(N(C)C)nc(N(C#N)CN2C(=O)c3ccccc3C2=O)n1	4.2%	0.0%	16.0%	4.2%	-0.3%	-1.7%	-5.9%	1.4%
Cn1c(=O)c2c(nc(SCc3cccnc3)n2Cc2ccccc2)n(C)c1=O	12.6%	-1.8%	22.4µM*	-5.9%	-7.4%	-7.7%	9.6%	0.9%
COC(=O)c1ccccc1NC(=O)COc1ccccc1[N+](=O)[O-]	x	-14.1%	u	-10.3%	-19.9%	-16.5%	x	-0.6%
Cc1cc(C(=O)NC(=S)Nc2ccccc2N2CCCC2)ccc1[N+](=O)[O-]	u	-23.0%	u	-5.7%	-12.5%	-16.9%	-8.1%	-0.6%
CN(Cc1cccs1)C(=O)CCCc1c[nH]c2ccccc12	-15.3%	u	-1.9%	-3.3%	i	-13.0%	x	-1.8%
O=C1CC(c2cccc(Cl)c2)C(n2cncn2)C(=O)C1C1NCCc2ccccc21 (stereo not given)	x	-18.7%	-6.3%	-5.0%	-0.5%	-8.3%	1.8%	19.3%
CC(=O)NCCn1c(SCC(=O)c2ccccc2)nc2ccccc2c1=O	7.9%	-9.3%	u	0.5%	8.7%	u	8.3%	-1.8%
CSc1ccccc1NC(=O)CN(C)CC(=O)Nc1ccccc1N1CCOCC1	x	-6.2%	-7.4%	-4.9%	u	-9.4%	x	-0.5%
CCCNC(=O)c1ccccc1C(=O)NCCC	19.4%[11.4 µM]	13.3%	2.3%	-4.7%	-6.7%	5.0%	-8.4%	2.4%
O=C(Nc1ccc2nsnc2c1)c1ccc2c(c1)OCO2	x	5.62µM*	1.1%	u	-9.5%	u	2.4%	-6.4%
CCc1ccc(NC(=O)C2CCCN(S(C)(=O)=O)C2)cc1 (stereo not given)	3.9%	4.7%	3.2%	2.1%	i	-1.8%	17.5%[46 µM]	1.7%
Cc1ccccc1-c1nnn(CC(=O)N2CCN(S(=O)(=O)c3ccc(Cl)cc3)CC2)n1	x	-6.1%	-7.8%	0.1%	-6.2%	-4.6%	-18.2%	-1.5%
Cc1c(C(=O)Nc2ccccc2C(=O)N2CCCC2)cccc1[N+](=O)[O-]	0.5%	-16.9%	6.2%	0.9%	18.2%	-3.8%	x	0.4%
CCC(=O)Nc1ccc(Cl)c(NC(=O)c2ccccc2OC)c1	-2.5%	-9.4%	-10.0%	u	-6.8%	6.8%	x	-1.4%
COCCNCCCCSc1ccc(Cl)cc1	4.8%	-4.8%	u	u	i	-6.5%	x	4.1%
O=C(c1sc2ccccc2c1Cl)N1CCN(c2ncccn2)CC1	-5.2%	-22.1%	12.6µM*	-0.5%	4.1%	-4.5%	u	4.8%

Taken from above:
In RECQ1 helicase, CCn1nc(C)c(/C=N/NC(=O)c2c[nH]c3ccccc23)c1C has -13.3%
In Tau fibril ThT, COc1ccc(-c2cc(C(=O)OCC(=O)N(C)C3CCS(=O)(=O)C3)c3ccccc3n2)cc1OC (stereo not given) has -9.8%
In L3MBTL1 inh, CC(=O)OC(C)=O has 0.7%

Screens: PubChem, National Center for Advancing Translational Sciences (NCATS)
